# Source: PubChem (National Center for Advancing Translational Sciences (NCATS))
# BAZ2B block = BAZ2B (human) inhibition; Q9UIF8; AlphaScreen BAZ2B-H3K14Ac peptide displacement; Potency, µM (series often up to 114 µM), inactives show top-dose activity change, negative = inhibition, most hits filed as inhibitors; hit rate 4.4% among 360,000; AID 504333; note: potency is the fitted concentration of half-maximal effect; % is set by controls: 0 for no effect and ±100 for the full control effect; nearly all actives have a fitted effect of over 60% in size
#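 Compounds, titrated to a top concentration of 110 uM, were incubated 30 min at room temperature with preformed BAZ2B/acetyl-K14 H3 peptide complex (50 nM each). Proximity signal was measured by AlphaScreen after 20 min with beads.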
# JMJD2A Tudor inh = inhibitors of human JMJD2A Tudor domain. Potency, µM (highest dose often 114 µM), inactives show top-dose activity change, negative = inhibition, hits mostly inhibitors. AlphaScreen JMJD2A-Tudor / H3K4me3 peptide binding. hit rate 4.4% among 390,000. O75164; note: potency is the fitted concentration of half-maximal effect; % is set by controls: 0 for no effect and ±100 for the full control effect; nearly all actives have a fitted effect of over 50% in size
# Tb PGK inh = T. brucei PGK inhibition | P07378 | PGK/GAPDH coupled, Kinase-Glo luminescence, 60 min | Potency, µM (top dose mostly 57.5 µM), without a hit: at the top dose activity change, negative = inhibition, most hits filed as inhibitors | hit rate 0.043% among 380,000; note: potency is the fitted concentration of half-maximal effect; % is set by controls: 0 for no effect and ±100 for the full control effect; nearly all actives have a fitted effect of over 60% in size
#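 Recombinant glycosomal PGK reaction used 1,3-bisphosphoglycerate generated in-well by GAPDH (100nM final) in 100mM TEA pH 7.6, 5mM MgCl2, 0.01% Tween-20. After 60 minutes at room temperature, ATP was read by Kinase-Glo Plus luminescence end-point.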
# Pin1 inhibitor = human Pin1 inhibition; Q13526; Pin1 FP peptide displacement, HiFluor488, 10 min; Potency, µM (highest dose often 115 µM), without a hit: at the highest dose activity, negative = inhibition, most hits filed as inhibitors; hit rate 0.009% among 390,000; active = well fitted inhibition curve with a large enough effect in the polarisation, with a control signal flat, not every such curve was filed as active; inconclusive = small, poorly fitted or top-dose-only effect, or effect the other way, or a change in a side signal; inactive = no such curve, though single readings can be large or run the other way; the % refers to the polarisation; note: potency is the fitted concentration of half-maximal effect; % is set by controls: 0 for no effect and ±100 for the full control effect
# Pol eta inh = inhibitors of human DNA polymerase eta | Q9Y253 | recombinant Pol eta, fluorescent DNA replication assay | Potency, µM (doses to about 114 µM), for inactives: top-dose activity change, negative = inhibition, usual class: inhibitors | hit rate 1.2% among 390,000 | AID 588591; note: potency is the fitted concentration of half-maximal effect; % is set by controls: 0 for no effect and ±100 for the full control effect
#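 Pol eta (10 nM) was preincubated with compounds for 15 min at room temperature, after which fluorescent replication substrate (50 nM final) was added to start the reaction. Fluorescence was read kinetically at 0 and 10 min.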
# PI4K2A inh = inhibitors of human PI4K2A; purified PI4K2A, ADP-Glo luminescence, 1 h; hits give low values; activity change, negative = inhibition, % at 76.9 µM; hit rate 0.13% among 420,000; AID 1346378; in the data active = activity change below about -50%; inconclusive = mostly about -30% to -49%;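 note: -100% = wells without enzyme as full effect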
# Target sequence (Q9BTU6 whole entry, looked up): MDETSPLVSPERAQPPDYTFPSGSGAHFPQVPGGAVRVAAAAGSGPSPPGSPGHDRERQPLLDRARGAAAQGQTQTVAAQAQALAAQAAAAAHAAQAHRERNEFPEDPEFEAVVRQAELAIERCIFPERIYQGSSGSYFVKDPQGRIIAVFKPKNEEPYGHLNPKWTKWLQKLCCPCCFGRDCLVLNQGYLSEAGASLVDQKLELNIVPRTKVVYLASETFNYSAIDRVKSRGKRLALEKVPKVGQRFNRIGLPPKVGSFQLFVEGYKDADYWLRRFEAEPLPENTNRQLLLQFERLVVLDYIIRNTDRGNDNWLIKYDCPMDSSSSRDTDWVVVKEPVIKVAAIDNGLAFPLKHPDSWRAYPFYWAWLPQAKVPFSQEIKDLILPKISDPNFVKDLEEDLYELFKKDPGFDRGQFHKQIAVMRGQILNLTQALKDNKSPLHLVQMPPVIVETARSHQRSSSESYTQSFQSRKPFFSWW
#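 In this quantitative HTS, ADP production by PI4K2A was quantified luminescently after 1 h at ambient temperature; 100 microM adenosine served as plate-quality control.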
# GLS inhibitor = inhibitors of human glutaminase (GLS). Potency, µM (doses to about 45.5 µM), inactives show at the highest dose activity change, negative = inhibition, most hits filed as inhibitors. O94925. hit rate 0.21% among 410,000. GLS enzymatic activity, qHTS titration; note: potency is the fitted concentration of half-maximal effect; % is set by controls: 0 for no effect and ±100 for the full control effect
#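 hKGA; 45 mM KH2PO4 pH 8.2 + 0.02% Tween-20; cpd via pin tool; 1 mM Gln soln; GluOx/HRP/Amplex Red; RT 30 min; fluor. t0 & final.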
# G9a block = G9a (human) methyltransferase inhibition; Q96KQ7; G9a H3K9 monomethylation, AlphaScreen, 2 h; Potency, µM (doses to about 102 µM), without a hit: at the top dose activity, negative = inhibition, most hits filed as inhibitors; hit rate 8.8% among 350,000; note: potency is the fitted concentration of half-maximal effect; % is set by controls: 0 for no effect and ±100 for the full control effect; nearly all actives have a fitted effect of over 75% in size
# Target sequence (Q96KQ7 913-1193 limits assumed): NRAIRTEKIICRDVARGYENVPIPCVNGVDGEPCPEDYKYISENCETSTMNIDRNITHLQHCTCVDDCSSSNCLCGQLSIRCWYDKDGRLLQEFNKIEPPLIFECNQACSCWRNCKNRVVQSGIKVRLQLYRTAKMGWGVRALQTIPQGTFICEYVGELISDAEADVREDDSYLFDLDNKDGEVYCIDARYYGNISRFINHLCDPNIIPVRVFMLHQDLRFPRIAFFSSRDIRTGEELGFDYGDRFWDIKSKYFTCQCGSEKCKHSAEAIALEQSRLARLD
#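 Methyltransferase reactions run at room temperature for 2 h (20 nM enzyme, 500 nM biotin-H3K9 peptide, 20 uM SAM) after a 15 min compound preincubation; product detected by AlphaScreen beads and anti-H3K9me1 antibody.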
# HP1b chromo inh = blocks HP1-beta chromodomain binding to methylated histone tails | Potency, µM (doses to about 114 µM), for the others: top-dose activity change, negative = inhibition, actives largely listed as inhibitors | P83916 | hit rate 0.56% among 390,000 | AlphaScreen HP1-beta / biotin-H3K9me3 peptide binding | AID 540317; note: potency is the fitted concentration of half-maximal effect; nearly all actives have a fitted effect of over 70% in size; inactives centre near 23
# Target sequence (P83916 whole entry, looked up): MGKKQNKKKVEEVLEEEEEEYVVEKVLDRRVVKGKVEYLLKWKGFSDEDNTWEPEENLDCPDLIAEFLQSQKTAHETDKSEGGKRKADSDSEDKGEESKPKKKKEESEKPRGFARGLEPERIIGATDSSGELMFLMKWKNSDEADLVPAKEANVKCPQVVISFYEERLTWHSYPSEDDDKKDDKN
#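 HP1-beta protein (50 nM final) preincubated 30 min at room temperature with biotinylated H3(1-18)K9me3 peptide (50 nM) in PBS pH 7.4, 0.01% Tween-20, then compound added for 30 min. AlphaScreen streptavidin donor/nickel chelate acceptor beads (10 ug/mL final), 30 min dark, luminescence read.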
# * marks the source's active call; other numbers are inactive results; i = inactive; ? = inconclusive; nt = no result given; [ ] = dose if it differs, or a comment. Unless noted, calls come from the whole dose curve; as a rule, active = well fitted curve in the direction sought with a large enough effect; inconclusive = small, poorly fitted or top-dose-only effect, or another doubt; inactive = no such curve, though single readings can be large; an effect the other way counts as inactive or inconclusive. This is a subset (hit frequency here may not be typical).
# The opening three compounds, to show the layout:
BAZ2B block,JMJD2A Tudor inh,Tb PGK inh,Pin1 inhibitor,Pol eta inh,PI4K2A inh,GLS inhibitor,G9a block,HP1b chromo inh,Molecule
-2%,-14%,-12%,-3%,-19%,2,?,28%[59 µM],-1%,Brc1csc(C=Nc2ccc3c(c2)OCCOCCOCCOCCO3)c1
nt,-12%,-12%,-3%,-3%,-7,18%,nt,31%[activator],COc1ccccc1C(CNC(=O)CCNS(=O)(=O)c1ccc(Br)cc1)N1CCCC1 (stereo not given)
15%,-8%,2%,2%,-6%,1,4%,6%[0.501 µM],7%,COc1ccc(C(=O)NCCS(=O)(=O)NCCc2ccccc2)cc1

# The whole of this part, previewed entries included:
BAZ2B block,JMJD2A Tudor inh,Tb PGK inh,Pin1 inhibitor,Pol eta inh,PI4K2A inh,GLS inhibitor,G9a block,HP1b chromo inh,Molecule
-2%,-14%,-12%,-3%,-19%,2,?,28%[59 µM],-1%,Brc1csc(C=Nc2ccc3c(c2)OCCOCCOCCOCCO3)c1
nt,-12%,-12%,-3%,-3%,-7,18%,nt,31%[activator],COc1ccccc1C(CNC(=O)CCNS(=O)(=O)c1ccc(Br)cc1)N1CCCC1 (stereo not given)
15%,-8%,2%,2%,-6%,1,4%,6%[0.501 µM],7%,COc1ccc(C(=O)NCCS(=O)(=O)NCCc2ccccc2)cc1
-28%,-19%,-14%,0%,-15%,-5,16%,7%[59 µM],28%,Cc1ccc(NC(=S)N2CCN(Cc3ccccc3)CC2)cc1
-4%,-14%,3%,0%,-27%,3,4%,-5%,30%,C=CCNc1nc(Cl)ncc1F
nt,26%,4%,?,-13%,5,1%,nt,25%,Cc1ccccc1-c1nnc(SCC(=O)Nc2c(C)n(C)n(-c3ccccc3)c2=O)o1
0%,4%,-7%,2%,-12%,2,4%,32%,35%,O=C(CSc1nnc(NC(=O)c2cccc(F)c2)s1)NC1CCCC1
-13%,-21%,-3%,-2%,-3%,3,0%,-6%,23%,O=C(Nc1nnc(C2CC2)s1)c1cccs1
-2%,-2%,2%,-3%,3%,1,3%,3%[59 µM],13%,CC1CCN(c2nn3c(=O)c(C(=O)NCc4ccc(Cl)cc4)cnc3s2)CC1
7%[57.1 µM],-2%,-9%,0%,-13%,-5,6%,1%[59 µM],34%,COc1ccc(NC(=O)C2CCN(S(=O)(=O)c3ccc4c(c3)CCCC(=O)N4)CC2)cc1OC
-31%,-9%,-2%,6%,-1%,1,12%,-5%[59 µM],24%,C=CCc1cc(/C=C2/NC(=O)N(CC)C2=O)cc(OCC)c1OCc1ccc(C(=O)O)cc1
6%,4%,6%,-1%,-15%,-9,6%,15%[59 µM],19%,CSC1=C(C#N)C(c2ccccc2Cl)C(C(C)=O)=C(C)N1 (stereo not given)
0%,-2%,-8%,4%,-7%,1,4%,-34%[59 µM],26%,O=C(NCCc1ccccc1F)C1CCCN1S(=O)(=O)c1ccc2ccccc2c1 (stereo not given)
6%,-3%,6%,-1%,-4%,1,-4%,-7%,24%,CCS(=O)(=O)N1CCC(C(=O)NCc2ccc(F)cc2)CC1
nt,35µM*,i,-3%,-16%,-1,20%,nt,-17%,Cc1cccc(NC2(C(=O)O)CCCC2)c1
-6%,-10%,-5%,0%,-10%,6,-2%,9%[59 µM],25%,Cc1cc(C)cc(N(CC(=O)Nc2ccccc2C(=O)N2CCOCC2)S(C)(=O)=O)c1
10%,-22%,-5%,25%,-14%,8,-10%,9%[12.7 µM],28%,NC(=O)c1ccc(NC(=O)CSc2nnc(-c3ccc4c(c3)OCO4)o2)cc1
nt,nt,-6%,nt,-13%,-2,-1%,nt,nt,COc1ccccc1C#Cc1cnc2c(c1)C(=O)N([C@H](C)CO)C[C@H](C)[C@@H](CN(C)S(=O)(=O)c1cn(C)cn1)O2
-21%,-13%,-8%,28%,-15%,-3,23%,-17%,23%,O=C1CSC(=S)N1c1cccc(Cl)c1
-5%,-9%,3%,1%,-3%,-1,3%,-37%,2%,CCC(C)NC(=O)c1ccc(CSCc2cccc(F)c2)o1 (stereo not given)
3%,1%,-6%,15%,-13%,2,-8%,1%[0.501 µM],50%[activator],COc1cc(OC)cc(-c2c(C#Cc3ccsc3)c3cc(-c4cnc(OC)nc4)ccc3n2C)c1
?,?,-2%,-6%,-18%,7,-27%,13%[12.7 µM],3%,Cc1cccc(N2C(=O)C(O)=C(C(=O)c3cccs3)C2c2ccc(Cl)cc2)n1 (stereo not given)
1%,-8%,3%,0%,-8%,4,2%,-24%[59 µM],6%,O=c1[nH]c2cc3c(cc2cc1C(c1nnnn1Cc1ccccc1)N1CCCc2ccccc21)OCO3 (stereo not given)
7%,-11%,i,-7%,6%,-1,5%,9%,9%,Cc1ccc(S(=O)(=O)NC2=NCN(C3CCN(Cc4ccccc4)CC3)CN2)cc1
-18%,-6%,-5%,-7%,-7%,0,-3%,27%[59 µM],48%[activator],CC(=O)c1cc2c(cc1NC(=O)CN1Cc3ccccc3C1=O)OCO2
-2%,-15%,-3%,2%,?,-9,-3%,-18%[59 µM],-3%,Cc1ccc(C(=O)NC2CCN(Cc3ccccc3)CC2)cc1S(=O)(=O)N1CCOCC1
5%,-11%,0%,-5%,-15%,-2,2%,-6%[0.501 µM],27%,COc1cccc(CN(C)C(=O)CCNC(=O)c2ccco2)c1
3%,-12%,-7%,0%,3%,-3,-3%,nt,3%,CCOC(=O)c1c(C)[nH]c(C(=O)COC(=O)c2ccc(O)cc2)c1C
-18%,-6%,-1%,1%,-25%,-2,8%,7%[12.7 µM],36%,CCO[C@@H]1OC(C(=O)NCc2ccccc2)=C[C@H](c2coc3ccccc3c2=O)[C@H]1CCCO
-11%,-22%,3%,-4%,-3%,-1,1%,-38%,20%,Cc1cc(Nc2nn(C)c(N)c2C#N)ccc1F
4%,?,i,-3%,-13%,2,6%,?,20%[57 µM],CC(=O)c1ccc(NC(=O)CSc2c(C(C)C)cnc3c2c(=O)n(C)c(=O)n3C)cc1
3%,4%,-12%,0%,-6%,6,9%,?,40%[activator],Cc1ccc(C)c(NC(=O)N2CCN3CCCCC3C2)c1 (stereo not given)
-33%,-32%,6%,-1%,2%,0,1%,?,-6%,CC(CC(=O)Nc1ncc([N+](=O)[O-])s1)c1ccccc1 (stereo not given)
-9%,?,-14%,2%,-9%,-13,9%,?,-7%,O=C(c1ccccc1)c1nc[nH]c1C(=O)Nc1ccccc1
-29%,-20%,-9%,4%,-12%,-7,-4%,-6%,8%,CCCC(C)C(=O)Nc1ncc(S(=O)(=O)c2ccc([N+](=O)[O-])cc2)s1 (stereo not given)
-1%,-5%,i,-2%,-6%,2,-1%,-4%[12.7 µM],28%,COCCCNC(=O)CN1C(=O)/C(=C/c2ccccc2)Sc2ccccc21
-4%,-4%,-3%,-3%,?,-5,-25%,-32%[12.7 µM],47%,O=C(Nc1cccc2nsnc12)C1CC(=O)N(c2ccccc2)C1 (stereo not given)
?,?,7%,6%,10%,-9,8%,40µM*,29%,CCCOc1ccc2nc(C)c(CCC)c(SC(=N)N)c2c1
2%,-9%,3%,30%[activator],-12%,5,14%,-4%[59 µM],22%,C=CCn1c(SCc2nc3ccccc3[nH]2)nnc1-c1ccncc1
1%,-14%,-8%,-3%,-5%,3,0%,25µM*,4%,COc1cc(NS(=O)(=O)c2ccc(NC(=O)COc3cccc(C)c3)cc2)nc(OC)n1
-11%,-6%,0%,-2%,-25%,0,-1%,25%,37%,Cc1onc(-c2ccccc2)c1C(=O)N1CCN(c2ncccc2C(F)(F)F)CC1
-23%,-20%,-2%,-9%,-8%,-1,-9%,-3%,10%,O=C(Cn1nc(C(F)F)cc1C1CC1)N1CCCC1
1%,-15%,-9%,13%,3%,1,-7%,2%,14%,CC(=O)Oc1ccc2ccccc2c1C(NC(=O)Cc1ccccc1)c1ccc(Cl)cc1 (stereo not given)
3%,7%,nt,-7%,-13%,-3,-1%,20%,54%[activator],O=C(NC1CCN(c2ncccn2)CC1)c1cccc(F)c1
-13%,-4%[57.1 µM],i,2%,-11%,2,1%,5%,-10%,CC(C)Cc1ccc(C(C)C(=O)Nc2ncccn2)cc1 (stereo not given)
-10%,-6%,-5%,3%,-10%,-3,6%,?,14%,CCOC(=O)C1CCN(S(=O)(=O)c2ccc(-c3ccc(=O)[nH]n3)o2)CC1
-6%,-7%,i,2%,-10%,-1,-8%,nt,5%,CC1(C)CC(NC(=O)C(c2ccccc2)c2ccccc2)CC(C)(C)N1
7%,-15%,21%,-1%,-14%,-1,3%,-2%[59 µM],12%,CCOC(=O)N1CCN(C(=O)c2cc3sccc3n2C)CC1
-4%,-9%,nt,?,-4%,0,-4%,11%,37%,COc1cccc2cc(-c3cc(=O)oc4ccc(O)cc34)oc12
9%,-5%,-3%,-5%,-3%,2,1%,-2%[59 µM],19%,COC(=O)CC(=O)Cc1nc(N)nc(Nc2ccc(C)c(C)c2)n1

# The list goes on.
BAZ2B block,JMJD2A Tudor inh,Tb PGK inh,Pin1 inhibitor,Pol eta inh,PI4K2A inh,GLS inhibitor,G9a block,HP1b chromo inh,Molecule
-14%,-14%,-4%,-4%,-6%,0,5%,6%[59 µM],13%,Cc1c(NC(=O)CCc2ccccc2)cccc1[N+](=O)[O-]
?,-9%,-6%,0%,-12%,-3,0%,8%,33%,COc1ccc(C(=O)Nc2cccnc2Cl)cc1OC
2%,-5%,-12%,-3%,-11%,-7,-5%,nt,46%[activator],CC1=C(C(=O)NC2CCCc3c2cnn3-c2cccc(C)c2C)OCCO1 (stereo not given)
nt,-20%,-2%,1%,-24%,-2,11%,nt,-4%,COc1ccc(C(CNC(=O)c2cccc(S(=O)(=O)N3CCCc4ccccc43)c2)N(C)C)cc1 (stereo not given)
-20%,-26%,1%,4%,7%,-6,-8%,?,-6%,Clc1ccccc1-c1nnc2sc(-c3ccco3)nn12
